High-throughput results (PubChem BioAssay)
Mcl1 Bid PPI – Mcl-1/Bid interaction inhibition | inhibition, % at 21.7 µM | TR-FRET Mcl-1/Bid-Dy647 peptide binding, 1536-well | hit rate 0.97% among 220,000;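 active = compounds that cut the binding signal by more than half at the single screening dose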;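 note: His-tagged Mcl-1 with europium anti-His antibody binding Bid BH3 peptide; 0% = Mcl-1 plus peptide wells and 100% = peptide-only wells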
Target sequence (Q07820 whole entry, looked up): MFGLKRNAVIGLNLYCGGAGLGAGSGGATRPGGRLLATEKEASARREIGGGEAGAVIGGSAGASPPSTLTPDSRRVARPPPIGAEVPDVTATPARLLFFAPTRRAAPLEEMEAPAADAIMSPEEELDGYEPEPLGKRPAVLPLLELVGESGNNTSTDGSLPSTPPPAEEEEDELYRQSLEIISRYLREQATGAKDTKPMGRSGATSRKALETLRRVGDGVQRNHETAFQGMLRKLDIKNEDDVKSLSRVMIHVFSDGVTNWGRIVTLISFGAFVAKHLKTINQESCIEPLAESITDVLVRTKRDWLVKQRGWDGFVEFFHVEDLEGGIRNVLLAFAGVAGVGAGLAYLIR
Bim-Mcl-1 – inhibitors of Bim-Mcl-1 interaction, human | Q07820 | Bead-based flow cytometry, Bim peptide-Mcl-1 binding | inhibition, % at 10 µM | hit rate 0.1% among 190,000 | AID 1009; in the data active = inhibition above about 40%;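 note: 0% = no compound tracer wells and 100% = peptide blocker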
GSH bead fluor – compound fluoresces at 488/530 nm on GSH beads | hit rate 0.25% among 190,000 | fluorescence (KMESF) at 10 µM | GSH beads flow cytometry, compound fluorescence 488/530 nm; active compounds read high; in the data active = fluorescence above about 89;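 note: glutathione beads carrying GST-tagged Bcl family fusion proteins plus one bare bead set; values are compound well signal with DMSO vehicle wells as background; inactives centre near 16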
RGS4-Gao reg – human RGS4-Galphao interaction regulation; Multiplexed bead flow cytometry, RGS4-Galphao binding; actives lie on both sides; binding response (% of control), % at 10 µM; hit rate 0.33% among 220,000; AID 1415; in the data active = binding response below about 49% or above about 150%; inactive = in between;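 note: fluorescent Galphao activated with aluminum fluoride binding bead-coupled RGS4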
Target sequence (P09471 whole entry, looked up): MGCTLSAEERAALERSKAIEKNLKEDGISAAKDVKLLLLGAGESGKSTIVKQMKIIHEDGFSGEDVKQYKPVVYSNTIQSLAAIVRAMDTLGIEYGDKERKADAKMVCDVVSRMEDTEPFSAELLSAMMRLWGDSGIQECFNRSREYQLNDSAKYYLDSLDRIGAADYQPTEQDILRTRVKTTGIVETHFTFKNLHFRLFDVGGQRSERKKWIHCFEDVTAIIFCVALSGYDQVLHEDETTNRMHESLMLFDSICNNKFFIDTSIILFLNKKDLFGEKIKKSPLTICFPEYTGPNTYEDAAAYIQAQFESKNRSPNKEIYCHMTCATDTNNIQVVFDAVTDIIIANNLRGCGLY
Pf gamet viab – kills late stage P. falciparum gametocytes. P. falciparum stage V gametocytes, ATP luminescence, 24 h. inhibition, % at 10.9 µM. hit rate 0.065% among 150,000;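 active = inhibition above the mean plus 3 SD of compounds within the control limits, set per campaign, cut at about 38% in these data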;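 note: 0% = DMSO wells and 100% = medium only without gametocytes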
Avidin bead fluor – compound fluoresces at 488/530 nm on avidin beads | compound fluorescence 488/530 nm, flow cytometry; active compounds read high | fluorescence (KMESF) at 10 µM | hit rate 0.38% among 220,000 | AID 1775; in the data active = fluorescence above about 47; note: inactives centre near 10
ABCG2 block – human ABCG2 inhibition, ABCB1 as counter-screen | Q9UNQ0 | inhibition, % at 6.6 µM | IgMXP3 cells, JC-1 efflux, flow cytometry | hit rate 0.1% among 190,000;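 active = inhibition above 80%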;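 note: 0% = DMSO and 100% = nicardipine control wells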
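Read-out basis: Efflux inhibition in percent versus controls | Test system: ABCG2 IgMXP3 and barcoded ABCB1 CCRF-Adr cell mix | Quantity: 3 million cells/mL in well | Schedule: 10 min at 25 °C | Control set: Nicardipine as high control, DMSO as low control | Reagent: JC-1 as fluorescent efflux pump substrate | Signal: Flow cytometry of retained JC-1 fluorescence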
Mcl1-Noxa inh – Mcl-1/Noxa interaction inhibition | inhibition, % at 21.7 µM | AID 1022 | TR-FRET Mcl-1/Noxa peptide binding, 2 h | hit rate 1.5% among 220,000;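 active = compounds that cut the protein-peptide binding signal by more than 50% relative to plate controls in a single-dose test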;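 note: His-tagged Mcl-1 with rhodamine Noxa BH3 peptide and terbium anti-His antibody; 0% = Mcl-1 plus Noxa peptide wells and 100% = peptide-only wells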
RGS7-Gao – regulators of human RGS7-Galphao interaction; P09471; Multiplexed bead flow cytometry, RGS7-Galphao binding; actives lie on both sides; hit rate 0.35% among 220,000; binding response (% of control), % at 10 µM; in the data active = binding response below about 49% or above about 150%; inconclusive = no clear call, values can overlap the other calls; inactive = in between;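 note: fluorescent Galphao held in activated GDP-AlF4 state binding bead-coupled RGS7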
ABCB1 block – inhibitors of human ABCB1 transporter, ABCG2 counter-screen | CCRF-Adr cells, JC-1 efflux, flow cytometry | hit rate 0.067% among 190,000 | P08183 | inhibition, % at 6.6 µM; in the data active = inhibition above about 40%;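 note: 0% = vehicle and 100% = reference inhibitor; higher value means more JC-1 retained so stronger ABCB1 efflux block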
RGS8-Gao reg – modulates binding of RGS8 to human Galphao; P09471; multiplexed bead flow cytometry; actives lie on both sides; response (percent of control binding), % at 10 µM; hit rate 0.34% among 220,000; in the data active = response below about 60% or above about 140%; inactive = in between;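 note: Galphao activated as the GDP aluminium fluoride complex binding bead-coupled RGS8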
An asterisk follows results filed as active; ? = inconclusive; nt = not tested or not shown; [ ] = dose if it differs, or a comment.

structure,Mcl1 Bid PPI,Bim-Mcl-1,GSH bead fluor,RGS4-Gao reg,Pf gamet viab,Avidin bead fluor,ABCG2 block,Mcl1-Noxa inh,RGS7-Gao,ABCB1 block,RGS8-Gao reg
O=[N+]([O-])c1ccc2nc(NCCCO)nc(-c3ccccc3)c2c1,24,2,20,111,-1,11,1,6,109,-1.0,108
CN(C)C(=O)C1CC(=O)OC12CCCCC2 (centres undefined),-5,nt,nt,111,6,20,nt,-3,?,nt,104
N#C/C(=C/c1ccc(C(=O)O)cc1)C(=O)Nc1ccccc1,2,0,23,101,-2,10,3,15,103,-0.1,102
CCOc1cccc(-c2nnc(SCC(=O)Nc3cc(OC)cc(OC)c3)n2N)c1,1,0,29,101,-18,4,7,-1,101,1.0,96
CCCCn1c(=O)[nH]c(=O)c2c(C(=O)OCC)cc(-c3cccs3)nc21,-17,-1,18,97,17,7,3,1,?,1.1,99
O=C(Cc1ccccc1)Nc1ccc(NC(=O)c2cccs2)c(Cl)c1,-1,0,13,105,-5,6,10,15,102,nt,109
CCCCCCC(=O)Oc1cccc(N2C(=O)C3CCCCC3C2=O)c1 (centres undefined),-3,0,24,103,-30,10,2,0,102,0.5,102
O/N=C1\CC/C(=N\O)c2nn(-c3ccccc3Cl)nc21,-13,0,47,101,15,6,4,-4,102,0.7,99
O=C1CCCc2oc3ccc(O)cc3c21,-9,-1,11,100,nt,25,-1,1,100,-0.8,100
O=C(c1ccc(C(F)(F)F)cc1)C1CCCN(Cc2cccn2-c2ncccn2)C1 (centres undefined),-40,1,13,105,nt,11,-1,16,107,0.1,104
Cc1c(NC(=O)CSc2nncc3ccccc23)c(=O)n(-c2ccccc2)n1C,-6,0,28,95,15,5,0,1,98,0.5,89
COc1ccc([N+](=O)[O-])cc1C1NN=C(c2ccccc2O)S1 (centres undefined),-146,-4,25,94,-17,11,1,-80,99,0.0,98

4 entries from above, field by field.
> CCCCn1c(=O)[nH]c(=O)c2c(C(=O)OCC)cc(-c3cccs3)nc21
  Mcl1 Bid PPI: -17 | Bim-Mcl-1: -1 | GSH bead fluor: 18 | RGS4-Gao reg: 97 | Pf gamet viab: 17 | Avidin bead fluor: 7 | ABCG2 block: 3 | Mcl1-Noxa inh: 1 | RGS7-Gao: ? | ABCB1 block: 1.1 | RGS8-Gao reg: 99

> O=C(Cc1ccccc1)Nc1ccc(NC(=O)c2cccs2)c(Cl)c1
  Mcl1 Bid PPI: -1 | Bim-Mcl-1: 0 | GSH bead fluor: 13 | RGS4-Gao reg: 105 | Pf gamet viab: -5 | Avidin bead fluor: 6 | ABCG2 block: 10 | Mcl1-Noxa inh: 15 | RGS7-Gao: 102 | ABCB1 block: nt | RGS8-Gao reg: 109

> CCCCCCC(=O)Oc1cccc(N2C(=O)C3CCCCC3C2=O)c1 (centres undefined)
  Mcl1 Bid PPI: -3 | Bim-Mcl-1: 0 | GSH bead fluor: 24 | RGS4-Gao reg: 103 | Pf gamet viab: -30 | Avidin bead fluor: 10 | ABCG2 block: 2 | Mcl1-Noxa inh: 0 | RGS7-Gao: 102 | ABCB1 block: 0.5 | RGS8-Gao reg: 102

> O/N=C1\CC/C(=N\O)c2nn(-c3ccccc3Cl)nc21
  Mcl1 Bid PPI: -13 | Bim-Mcl-1: 0 | GSH bead fluor: 47 | RGS4-Gao reg: 101 | Pf gamet viab: 15 | Avidin bead fluor: 6 | ABCG2 block: 4 | Mcl1-Noxa inh: -4 | RGS7-Gao: 102 | ABCB1 block: 0.7 | RGS8-Gao reg: 99

More structures.
structure,Mcl1 Bid PPI,Bim-Mcl-1,GSH bead fluor,RGS4-Gao reg,Pf gamet viab,Avidin bead fluor,ABCG2 block,Mcl1-Noxa inh,RGS7-Gao,ABCB1 block,RGS8-Gao reg
COc1ccc(NC(=O)CCC(=O)OCc2ccc(Br)cc2)cc1,3,-3,12,102,-1,12,0,20,99,2.3,105
CCOC(=O)c1nnn(-c2nonc2N)c1CNC(C)C,-22,-3,19,95,4,26,1,1,93,0.3,97
O=C(NNc1nc2ccccc2s1)Nc1ccc(Cl)c(Cl)c1,-35,nt,nt,104,-1,10,nt,-5,?,nt,101
CCc1ccc(CN2C(=O)CCC2(C)C(=O)NC2CCCC2)cc1 (centres undefined),3,-1,58,97,9,13,1,-7,97,0.6,96
Cc1ccccc1Sc1ncnc2onc(C)c12,-5,0,9,101,11,8,1,-2,101,0.1,98
O=C(O)c1n[nH]c2c1CCCCC2,1,0,64,104,nt,8,2,-27,103,0.3,103
COc1ccc2nc(NCCNC(=S)NCCCN3CCOCC3)c(C#N)cc2c1,-21,0,10,91,-16,18,2,-1,100,0.2,93
O=C(Nc1cccn(Cc2ccc(F)cc2)c1=O)NC1CCCCC1,-29,-2,35,103,nt,13,19,21,101,0.8,104
Cc1ccc(/C=N/NC(=O)CSc2nc3ccccc3n2C)s1,-22,-2,8,94,20,13,5,7,94,0.4,96
COc1cccc(/C=C(/C(=O)OCC(N)=O)c2ccccc2)c1,-11,3,10,107,38,13,-2,10,?,-0.8,105
Cc1ccc(NC(=O)C2CCCN2S(=O)(=O)c2ccc3c(c2)n(C)c(=O)c(=O)n3C)cc1 (centres undefined),-20,nt,nt,100,-14,5,nt,-23,?,nt,102
CN(C)c1ccc(-c2nn3c(C4CCCCC4)nnc3s2)cc1,-11,-4,12,99,-13,38,2,10,103,0.4,101
N#Cc1c(C(F)(F)F)cc(C2CC2)[nH]c1=O,4,0,23,109,nt,85*,0,4,184*[activator],0.2,93
COC(=O)C1=C(C)NC(=O)NC1c1ccco1 (centres undefined),-20,0,22,95,9,11,1,8,101,0.3,102
COc1cc(CC(=O)Nc2ccc3c(c2)CCC3)cc(OC)c1OC,-20,-3,6,104,7,14,27,15,102,5.3,104
CC1CCCN(C(=O)c2ccc(COc3ccccc3Br)cc2)C1 (centres undefined),-20,-1,4,100,8,7,0,5,100,0.0,100
N/C(Cc1ccc([N+](=O)[O-])cc1)=N\OC(=O)C(c1ccccc1)c1ccccc1,-8,-4,28,99,nt,11,13,-7,95,0.8,102
S=C1NC[C@H](CC2CCCCC2)N1CC1CCCCC1,-21,3,20,98,-7,4,1,4,97,0.7,99
Cc1cc(NC(=O)c2ccc(NC(=O)C(C)C)cc2)no1,0,2,14,98,-5,4,6,25,104,1.0,98
CCOC(=O)C1(Cc2cccc(F)c2)CCN(C2CCOCC2)CC1,-3,-1,14,103,-2,11,1,19,102,0.7,98
O=C(Nc1ccc2c(c1)OCCO2)c1cc(-c2ccccc2)nc2ccccc12,-11,-2,16,100,0,10,1,-17,100,0.3,100
COc1cccc(CNC(=O)CC(NC(C)=O)c2ccccc2)c1 (centres undefined),-6,-2,13,99,nt,10,8,2,98,0.5,96
CCCc1cc(C(=O)Nc2ccc(F)cc2F)no1,-21,0,18,101,nt,6,12,2,98,1.0,99
CC(C)(C)c1ccc(C2(C)NC(=O)N(CC(=O)NCc3cccs3)C2=O)cc1 (centres undefined),-9,-3,11,99,-44,12,11,14,98,2.5,96

Next part:
Fields – Mcl1 Bid PPI	Bim-Mcl-1	GSH bead fluor	RGS4-Gao reg	Pf gamet viab	Avidin bead fluor	ABCG2 block	Mcl1-Noxa inh	RGS7-Gao	ABCB1 block	RGS8-Gao reg
- COc1ccc([N+](=O)[O-])cc1NC(=O)C(C)OC(=O)c1cccnc1Cl (centres undefined)
 : -15	2	18	104	-16	12	5	11	99	0.6	106
- O=C(Cc1ccc(Cl)cc1)OCc1nnc(-c2ccccc2)o1
 : -19	-4	17	97	nt	8	-4	6	?	-0.5	97
- CCC(Sc1nc2ccccc2[nH]1)C(=O)Nc1cc(C)on1 (centres undefined)
 : -6	-4	18	100	nt	35	8	6	98	-0.2	103
- COc1ccc(NS(=O)(=O)c2ccc(N3CCOCC3)c(NC(=O)c3cccc(F)c3)c2)cc1
 : -44	-3	13	102	2	7	25	7	101	2.4	103
- FC(F)(F)c1ccc2c(c1)nc1n2CCCC1
 : -20	-1	25	98	nt	7	1	-15	97	-0.1	104
- CC(C)(O)c1nnn(-c2ccccc2)c1C(F)(F)F
 : 7	-1	17	99	3	8	1	1	104	0.1	102
- C=CCn1c(=NC(=O)c2cc(-c3cccs3)nc3ccccc23)sc2cc(S(N)(=O)=O)ccc21
 : -19	1	6	101	-19	3	-2	29	101	-0.5	100
- COC(=O)c1ccc(OCCCCN2CC(C)OC(C)C2)cc1 (centres undefined)
 : 52*	-1	18	105	-31	10	2	32	?	0.6	104
- O=C(Nc1nnc(-c2cccnc2)o1)c1ccccc1Cl
 : -25	-2	15	106	1	10	9	4	?	0.1	103
- COc1ccc(/C(C)=N/N=C(N)N)c(O)c1
 : -15	nt	nt	101	7	8	nt	3	?	nt	101
- C=CCNC(=O)CCCOc1cc(C)ccc1C
 : -53	1	43	93	nt	6	5	-1	94	-0.2	97
- CCCCCCCNc1nc(Cl)nc(NCCO)n1
 : -24	1	13	98	-19	9	9	-4	94	0.6	98
- C=CCN(C(=O)CNC(=O)c1ccco1)C(C(=O)NC1CCCCC1)c1ccc(F)cc1 (centres undefined)
 : -55	0	20	98	nt	19	-4	-12	96	-2.9	99
- COCCCNC(=S)N1CCN(c2ccc([N+](=O)[O-])cc2)CC1
 : -97	-1	12	103	-3	6	23	19	102	0.8	102
- CCN1CC2CCCC3(C1)C(=O)NC1(CCCCC1)N=C23 (centres undefined)
 : -69	0	6	96	16	11	2	4	98	0.5	96
- C=CCOc1cccc(CNn2cn[nH]c2=S)c1
 : -23	-5	23	110	nt	5	0	-5	111	0.1	109
- O=C(c1cc(NC(=O)C23CC4CC(CC(C4)C2)C3)cc(NC(=O)C23CC4CC(CC(C4)C2)C3)c1)N1CCCCC1
 : -5	-3	12	99	nt	20	1	6	104	-0.4	91
- CCOc1ccc2[nH]c(=S)[nH]c2c1
 : -37	-11	27	101	10	15	13	-13	105	0.6	101
- N#Cc1ccccc1NC(=O)c1ccc2c(Cl)c3c(nc2c1)CCCC3
 : 7	-1	11	95	5	24	46	-23	96	0.4	97
- Cc1c(C(=O)NN)sc(=S)n1C
 : -39	nt	nt	97	-2	7	nt	-16	?	nt	100
